PERK inhibitor = block of dimerizer-induced PERK translation repression, primary screen, PERK inhibitor project, CHO PERK-DD cells, SEAP luminescence, HTS; Eukaryotic translation initiation factor 2-alpha kinase 3 (Homo sapiens), Q9NZJ5; CHO PERK-DD fusion, SEAP luminescence translation reporter; inhibition, % at 5.6 µM; hit rate 0.17% among 220,000; AID 1416, 2008;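 active = inhibition above the mean inhibition of all tested compounds plus 3 SD, set separately per screening campaign, cut at about 2.9% in these data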;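 note: PERK kinase domain activated by AP20187 dimerizer at 100 nM; 0% = DMSO with dimerizer and 100% = rapamycin at 8.4 µM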
FXIIa inh 1536 = human FXIIa protease inhibitors, primary screen, biochemical, 1536-well | purified FXIIa, Boc-QGR-AMC fluorogenic substrate, 2 h | Coagulation factor XII (Homo sapiens), P00748 | hit rate 0.3% among 220,000 | inhibition, % at 5 µM | AID 800, 2007; in the data active = inhibition above about 40%;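 note: 0% = enzyme with no compound and 100% = blank without enzyme; many of its hits are not listed in these tables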
FXIa inh 1536 = human FXIa protease inhibitors, primary screen, biochemical, 1536-well; Coagulation factor XI (Homo sapiens), P03951; purified FXIa, Boc-Glu-Ala-Arg-AMC fluorogenic substrate; inhibition, % at 5 µM; hit rate 0.14% among 220,000; AID 798, 2007;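 active = inhibition of at least 40%; inactive = inhibition below 40%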;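 note: fluorescence of freed AMC excited at 355 nm; 0% = enzyme without compound and 100% = no enzyme blank; many of its hits are not listed in these tables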
Target sequence (P03951 19-387 limits assumed): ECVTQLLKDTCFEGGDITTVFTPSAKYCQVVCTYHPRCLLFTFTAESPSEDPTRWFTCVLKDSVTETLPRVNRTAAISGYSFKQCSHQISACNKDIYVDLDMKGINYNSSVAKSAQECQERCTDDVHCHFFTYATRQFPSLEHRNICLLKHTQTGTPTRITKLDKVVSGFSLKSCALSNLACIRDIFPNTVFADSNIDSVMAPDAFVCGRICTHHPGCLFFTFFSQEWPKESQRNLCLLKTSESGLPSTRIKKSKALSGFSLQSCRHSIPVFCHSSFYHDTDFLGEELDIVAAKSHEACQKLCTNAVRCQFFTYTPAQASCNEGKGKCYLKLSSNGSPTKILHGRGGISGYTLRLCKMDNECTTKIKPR
Target sequence (P03951 388-625 limits assumed): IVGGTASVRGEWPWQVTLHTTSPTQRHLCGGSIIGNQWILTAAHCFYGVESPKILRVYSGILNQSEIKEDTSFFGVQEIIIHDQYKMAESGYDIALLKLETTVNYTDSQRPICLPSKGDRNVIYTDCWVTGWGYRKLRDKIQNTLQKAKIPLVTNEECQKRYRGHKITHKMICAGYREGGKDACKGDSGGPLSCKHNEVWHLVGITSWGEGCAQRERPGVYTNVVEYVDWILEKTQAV
Thrombin inh = human alpha-thrombin inhibitors, primary screen, counter-screen for coagulation protease inhibitor project, biochemical, 1536-well, fluorogenic AMC substrate; Prothrombin (Homo sapiens), P00734; Boc-VPR-AMC fluorogenic substrate cleavage; inhibition, % at 5 µM; hit rate 0.26% among 220,000; AID 1046, 2008;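 active = inhibition at or above 40%; inactive = inhibition below 40%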;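 note: 0% = enzyme with no compound and 100% = wells without enzyme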
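Material: human alpha-thrombin protein; Also added: Boc-VPR-AMC substrate, 15 µM final; Timing: enzyme reaction carried out at room temperature; Signal: fluorescence, ex 355 nm, em 460 nm; Measure: % inhibition of thrombin; Controls: enzyme without compound as high, wells lacking enzyme as low.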
KCC2 mod = KCC2 cotransporter modulators, thallium flux, primary screen, cell-based, HEK293 KCC2, FluoZin-2 fluorescence, MLSMR. AID 1456, 2008. KCC2 cells, thallium flux FluoZin-2 fluorescence. hit rate 2.2% among 190,000. Solute carrier family 12 member 5 (Homo sapiens), Q9H2X9. B-score of Tl+ flux slope (higher = more flux/activation; lower = inhibition) at 10 µM;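 active = thallium flux slope and its plate-corrected score both differing from the plate sample mean at a set confidence after two filtering rounds, in either direction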;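 note: slope of fluorescence scaled to starting intensity during 10 to 20 s after thallium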
Furin inh = human furin inhibitors, primary screen, biochemical, fluorescence intensity; P09958; purified furin, fluorogenic substrate cleavage; inhibition, % at 30 µM; hit rate 0.061% among 220,000; in the data active = inhibition above about 25%; note: inactives centre near -15
hK5 inh = human KLK5 protease inhibitors, primary screen, biochemical, 1536-well; recombinant hK5, fluorogenic AMC substrate cleavage; hit rate 0.59% among 210,000; Kallikrein-5 (Homo sapiens), Q9Y337; inhibition, % at 5 µM; AID 873, 2007;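 active = inhibition of 40% or more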;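 note: 0% = enzyme controls without compound and 100% = no-enzyme blanks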
Target sequence (Q9Y337 67-293 limits assumed): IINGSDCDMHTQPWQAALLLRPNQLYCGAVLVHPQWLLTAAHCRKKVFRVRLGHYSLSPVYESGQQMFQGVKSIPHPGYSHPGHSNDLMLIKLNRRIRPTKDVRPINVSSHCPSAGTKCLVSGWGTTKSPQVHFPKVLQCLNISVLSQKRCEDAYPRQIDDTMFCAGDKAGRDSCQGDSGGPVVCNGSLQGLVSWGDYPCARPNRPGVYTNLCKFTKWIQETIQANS
m-calpain inh = inhibitors of pig calpain II, primary screen, biochemical, fluorogenic peptide substrate, 1536-well; hit rate 0.37% among 220,000; purified calpain II, 30 min; inhibition, % at 16 µM;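 active = inhibition above about 50%, limit read from the data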
Rad51 HR inh = human RAD51 strand exchange inhibitors, primary screen, biochemical, fluorescence. hRad51 DNA strand exchange, fluorescence dequenching. hit rate 0.085% among 200,000. AID 1385, 2008. DNA repair protein RAD51 homolog 1 (Homo sapiens), Q06609. inhibition, % at 10 µM;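 active = inhibition above 40% at the single screening dose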;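 note: 0% = DMSO control wells and 100% = blanks with heterologous ssDNA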
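Read-out basis: percent inhibition relative to plate controls and blanks / Assay system: human Rad51 nucleoprotein filaments preassembled on unlabelled ssDNA / Timing: filaments 15 min 37 °C, then compound 30 min / Control set: per-plate controls and blanks / Technique: fluorescence dequenching at 485/520 nm / Compound: 10 µM final, single point / Also added: Fluorescein- and BHQ1-tagged 47-mer duplex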
Starred values were filed as active, the others as inactive; . = no result given; [ ] = another dose, or the depositor's remark. This is a subset, so the mix of outcomes need not match the whole.

Values run as follows: PERK inhibitor, FXIIa inh 1536, FXIa inh 1536, Thrombin inh, KCC2 mod, Furin inh, hK5 inh, m-calpain inh, Rad51 HR inh
1. CC(=O)Nc1ccc(/C=C/c2ccc3cccc([N+](=O)[O-])c3n2)cc1
→ -1.0, 10, 2, -4, -0.52, 1, 3, -16, 11
2. CCCCC(=O)NC(=S)NNC(=O)c1ccc(OC)cc1
→ 0.4, 11, 2, -2, 27*, -17, ., 1, .
3. O=C(NCc1ccco1)c1ccc(CNc2c(N3CCCCC3)c(=O)c2=O)cc1
→ 1.4, 12, 4, -1, 0.39, -17, -20, 6, .
4. CCOc1ccc(-n2cc(C(=O)N3CCC(C)CC3)c3cc(OC)c(OC)cc3c2=O)cc1
→ -1.6, 13, 2, 2, -0.58, -21, -1, -5, -3
5. N/C(=N\OC(=O)c1ccc(Cl)c(Cl)c1)c1cccc(CSc2ccccn2)c1
→ 0.9, 6, -13, -3, -0.026, -20, 1, 8, 15
6. O=C(COc1ccc(N2CC(C(=O)O)CC2=O)cc1)Nc1cccc(C(F)(F)F)c1 (stereo unspecified)
→ -0.6, 15, 6, 3, -0.24, -32[20 µM], 7, -13, -1
7. Cc1ccc(-c2csc(NC(=O)Cc3cccs3)n2)cc1C
→ 0.0, 4, -6, -2, 0.74, 2[20 µM], 13, -4, -9
8. COC(=O)c1sccc1NC(=O)COc1cccc(C)c1
→ 0.9, 12, 2, 4, 0.16, -22, 9, 8, 25
9. O=c1c2ccccc2n(Cc2ccc(F)cc2)c(=O)n1C1CCCC1
→ -0.1, 12, 3, 1, -1.3, -13, -18, 20, 1
10. c1ccc(-c2nc3ccccn3c2NC2CCCC2)nc1
→ -1.2, 7, -4, -1, -1.1, -14, -3, -19, .
11. C[C@@H]1CN(Cc2nc(-c3ccc(Cl)cc3)no2)C[C@H](C)O1
→ -0.6, 8, -3, -12, 0.053, -12, 0, 28, -7
12. COc1ccc(-c2cc(C(F)F)n3ncc(C(=O)Nc4c(C)n(C)n(-c5ccccc5)c4=O)c3n2)cc1
→ 1.0, 17, 5, 6, -1.3, -21, 3, -41, -4
13. Cc1ccc(C2CC(c3cccc(Cl)c3)n3nc(N)nc3N2)cc1 (stereo unspecified)
→ 0.8, 11, 0, -4, 0.12, -16, 2, 17, -2
14. COc1ccc2[nH]c(=O)c(C(c3nnnn3C(C)(C)C)N(Cc3ccco3)CC3CCCO3)cc2c1 (stereo unspecified)
→ 0.3, -2, -1, -11, ., -4, -5, -78, -1
15. CN(C)Cc1cc(C(C)(C)C)cc(C(C)(C)C)c1O
→ 2.4, 5, 3, -8, -0.17, -18, 0, -18, .
16. Cc1cc(C)c(OCC(O)CNC(C)(C)C)c(C)c1 (stereo unspecified)
→ 1.4, 3, -3, 5, 0.58, -12, -12, 10, 1
17. O=C(O)c1ccc(-n2cccn2)c([N+](=O)[O-])c1
→ 1.5, 9, -2, 0, -0.58, -25, -7, -13, 5
18. COc1cccc(C=N[C@@H](CO)[C@@H](O)c2ccc([N+](=O)[O-])cc2)c1O
→ 0.6, 8, 5, 0, 0.15, -11, 1, -24, .
19. O=c1c([N+](=O)[O-])c(N2CCOCC2)c2ccccc2n1-c1ccccc1
→ 0.3, 9, 0, 6, ., -6, 14, 21, 4
20. O=C(Nc1ccccc1)c1cc2ccc3ccccc3c2s1
→ -0.6, 3, -3, -3, -0.66, -17, -1, -12, -6
21. COc1ccc(Cl)cc1N1C(=O)[C@@H]2C(c3cccc(OC)c3OC)=NO[C@@H]2C1=O
→ -0.6, 16, 11, 10, 0.78, -4, 11, 16, 3
22. CCN(CC)CCn1c(SCC(=O)Nc2ccc(F)cc2)nc2c(sc3ccccc32)c1=O
→ 0.2, 11, 6, -10, -0.78, -14, 9, -118, 11
23. COc1ccc(-n2c(=O)[nH]cc(C(=O)Nc3ccc4c(c3)OCCO4)c2=O)cc1
→ -0.1, -16, 4, 5, ., -9, 5, 38, -8
24. FC(F)(F)c1nnc(-c2ccccc2)nc1Sc1ccc(Cl)cc1
→ 0.4, 14, 2, -2, 0.3, -16[20 µM], -24, -5, 2
25. CC(C)N(Cc1nc(-c2ccc(Cl)cc2)no1)C(=O)/C=C/c1ccccc1
→ 1.3, -1, -6, -6, -0.64, -19, -10, 24, 7
26. Cc1cc(/C=N/NC(=O)c2cccc(F)c2)c(C)n1-c1ccccc1
→ 0.6, 10, 0, -7, -0.081, -28, -2, 0, 5
27. CC(=O)Nc1ccc(NC(=O)C2CCCN2S(=O)(=O)c2cccc3nsnc23)cc1 (stereo unspecified)
→ 0.4, 7, -4, 7, 0.0083, -25, 0, -38, 16
28. Cc1ccc(S(=O)(=O)NCCSc2ccccc2)cc1[N+](=O)[O-]
→ 0.9, 13, 11, -4, -3.8, -6, -18, 16, -1
29. COc1cc(Cl)c(C)cc1NC(=O)CSCC#N
→ -0.6, 6, -4, -6, 0.95, -14[20 µM], -11, 10, -9
30. COCCCNC(=S)N1CCC(NC(=O)c2ccco2)CC1
→ 0.3, 3, -3, 0, 0.37, -24, -2, -24, .
31. CCCCCCCCC(=O)NCCOc1ccccc1
→ 0.4, -1, -6, -15, -1, -11, 10, -3, -1
32. c1ccc2c(c1)nc(CN1CCOCC1)n1c3ccccc3nc21
→ -0.8, 1, -6, -3, -1.2, -22[20 µM], -8, -69, 3
33. O=C(c1ccoc1)N1CCC(CO)(CCc2ccccc2)CC1
→ 2.2, 5, -2, -5, 0.0021, -23, ., 0, .
34. Cc1ccc(C(=O)N/N=C/c2sc(=O)n(Cc3cccc(C(=O)O)c3)c2Cl)cc1
→ -0.1, 17, 4, 6, 0.13, -146[20 µM], 0, 26, -3
35. CCCC(=O)c1cc(-c2nc3ccccc3n2C)n(C)c1
→ -0.9, 13, 2, 6, ., -6[20 µM], 3, 0, 18
36. CCc1ccc(Nc2nnc(SC3CCOC3=O)s2)cc1 (stereo unspecified)
→ 1.1, 3, 8, -7, -5.3*, -10, -4, 5, -7
37. O=C(O)CC1(CC(=O)NCc2csc(-c3cccs3)n2)CCCCC1
→ 0.3, 13, -3, 0, -0.35, -15, 0, -4, 8
38. CC(O)C1CCC2C3CC[C@H]4CC(O)CCC4(C)C3CC3(OCCO3)C12C (stereo partly specified)
→ -1.4, 27, 10, 17, 0.81, -12[20 µM], 138*, 7, -12
39. O=C(c1ccc(-n2c(SCc3cc(F)ccc3F)nc3ccccc3c2=O)cc1)N1CCOCC1
→ -1.4, 15, 11, -7, 0.41, -3, -12, 5, 1
40. Cc1ccnc(NS(=O)(=O)c2ccc(NC(=O)c3cc(-c4ccc(Br)cc4)nc4ccccc34)cc2)n1
→ 0.5, 8, 7, 0, -1.6, -10, 1, -32, 0
41. O=[N+]([O-])c1ccc(/C=N/N=C/c2ccc([N+](=O)[O-])o2)o1
→ -0.2, -1, -1, -5, -0.47, -21, -4, 29, -5
42. NC(=O)c1ccc(N2CCN(c3ccccc3F)CC2)c([N+](=O)[O-])c1
→ 1.0, 7, 2, 1, ., -24, -7, -12, .
43. COc1cccc(C2CC(C(F)(F)F)n3ncc(C(=O)NCc4ccco4)c3N2)c1 (stereo unspecified)
→ -0.4, 8, -4, 0, 0.82, -10[20 µM], -1, -20, -2
44. CCOC(=O)COc1ccc2c(=O)c(-c3ccc(OC)c(OC)c3)c(C(=O)OCC)oc2c1
→ 0.8, 12, 3, 3, -2, -20, 4, 11, 20
45. O=S(=O)(c1ccc(Cl)cc1)N1CCN=C1SCc1ccc(Cl)c(Cl)c1
→ -0.2, -4, -9, -12, -0.043, -16, -4, 12, -9
46. O=C(NCc1ccccc1)C1CCN(S(=O)(=O)c2cc([N+](=O)[O-])ccc2Cl)CC1
→ -0.1, -1, 0, -8, 0.02, -14, -25, 7, .
47. Cc1cccc(NC(=O)Nc2ccc(Oc3c(F)c(F)c(F)c(F)c3F)cc2)c1
→ 0.8, -3, -6, -2, 0.74, -13[20 µM], -4, 2, -7
48. O=C1OCCC1Sc1nnc(-c2cccnc2)n1-c1ccccc1F (stereo unspecified)
→ 0.8, 2, -3, 4, 1.7, -22, -2, 0, 4
49. Cc1ccc(-c2cc(C(=O)Nc3c(C#N)cnn3C)no2)cc1
→ 1.0, -23, -10, -11, 0.65, -18[20 µM], 1, 19, 0
50. CCC(C)NCC(=O)Nc1ccc([N+](=O)[O-])cc1C(=O)Nc1ccccc1F (stereo unspecified)
→ -0.5, 6, -3, -5, -0.38, -11, -2, 21, -2
51. COc1ccc(Nc2nc(NCc3ccco3)nc(N/N=C/c3ccccc3F)n2)cc1
→ -0.4, 2, -2, -5, -0.013, -13, -12, -37, 2
52. C=CCn1c(SCc2ccc(Cl)cc2)nc2c1c(=O)[nH]c(=O)n2C
→ -0.4, 5, 0, -4, -0.44, -22, 2, 19, 13
53. COc1ccc(C2=NN(C(=O)CSc3cn(C)c4ccccc34)C(c3ccc(OC)cc3)C2)cc1 (stereo unspecified)
→ -0.4, 20, 9, 0, 1.1, -2, 2, -37, 0
54. CC1=C(C)CS(=O)N(S(=O)(=O)c2ccccc2)C1 (stereo unspecified)
→ -0.8, -8, -7, -5, ., -29[20 µM], -25, 1, 1
55. CCOc1cc(/C=C/C(=O)c2ccc(O)cc2)ccc1OCC(=O)N(C)C
→ -0.4, 0, 3, -4, -0.91, -8, 4, 23, -1

Single records (already shown). Order of screens: PERK inhibitor | FXIIa inh 1536 | FXIa inh 1536 | Thrombin inh | KCC2 mod | Furin inh | hK5 inh | m-calpain inh | Rad51 HR inh
O=C(NCc1ccccc1)C1CCN(S(=O)(=O)c2cc([N+](=O)[O-])ccc2Cl)CC1 reads -0.1 | -1 | 0 | -8 | 0.02 | -14 | -25 | 7 | .
O=S(=O)(c1ccc(Cl)cc1)N1CCN=C1SCc1ccc(Cl)c(Cl)c1 reads -0.2 | -4 | -9 | -12 | -0.043 | -16 | -4 | 12 | -9

High-throughput results: PubChem, several laboratories
